PostGolgi yeast: growth inhibition of a yeast mutant, post-Golgi transport screen. actives 0.9% (n = 98,000). AID 739. post-Golgi transport phenotypic cell assay. inhibition, % at 10 µM;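 further: yeast cells grown in 1536-well plates; yeast grown about 18 h at 30C before absorbance read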
Ecoli WT expand: blocks growth of wild type E. coli BW25113; actives 0.15% (n = 98,000); growth inhibition, % at 100 µM; OD600 absorbance;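 active means growth inhibition above about 50% at one test dose, limit read from the data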;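 further: growth measured after 20 h incubation at 37 °C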
CD11b adhes inh: inhibitors of human CD11b/CD18 binding to fibrinogen; P05107+P11215; K562 CD11b/CD18 adhesion to fibrinogen, ATPlite luminescence; Mn2+ added to activate the integrin; inhibition, % at 10 µM; actives 0.54% (n = 93,000); AID 1497;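 active means primary inhibition of 50% or more at 10 µM, then 40% or more on retest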; further: some results filed as inactive read as strong as hits
PLAP activator: activators of human placental alkaline phosphatase; P05187; purified PLAP enzyme, luminescent substrate read-out; active compounds read high; activation fold at 20 µM; actives 1.2% (n = 96,000); in the data active means activation fold above about 2
sEH inhibitor: blocks human soluble epoxide hydrolase activity; P34913; recombinant human sEH enzymatic activity assay; inhibition, % at 2 µM; actives 0.34% (n = 91,000); in the data active means inhibition above about 80%; further: values of inactives mirror those of a sister screen read the other way; many of its hits are not listed in these tables
Target sequence (P34913 whole entry, looked up): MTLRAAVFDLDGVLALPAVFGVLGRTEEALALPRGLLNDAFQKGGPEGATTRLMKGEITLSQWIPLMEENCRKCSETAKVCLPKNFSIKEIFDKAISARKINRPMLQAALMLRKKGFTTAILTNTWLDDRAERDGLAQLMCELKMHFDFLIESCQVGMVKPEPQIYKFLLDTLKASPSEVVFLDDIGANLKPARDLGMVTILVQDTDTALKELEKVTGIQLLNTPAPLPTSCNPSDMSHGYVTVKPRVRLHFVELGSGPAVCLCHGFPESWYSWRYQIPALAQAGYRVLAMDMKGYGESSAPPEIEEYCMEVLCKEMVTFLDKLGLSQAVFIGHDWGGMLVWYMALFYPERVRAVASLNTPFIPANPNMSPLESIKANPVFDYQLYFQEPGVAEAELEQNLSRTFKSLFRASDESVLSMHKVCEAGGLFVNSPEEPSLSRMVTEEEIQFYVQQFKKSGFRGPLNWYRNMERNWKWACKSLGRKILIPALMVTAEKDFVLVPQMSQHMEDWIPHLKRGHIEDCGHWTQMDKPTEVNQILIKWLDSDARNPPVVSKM
PostGolgi ctrl: inhibits growth of the yeast control strain | inhibition, % at 10 µM | AID 738 | actives 5% (n = 98,000) | efflux-deficient yeast background strain, growth absorbance A615, 16 h
S1P2 ag: S1P2 (human) receptor agonism; S1P2-expressing cell line, agonist reporter read-out; activation, % at 4.5 µM; actives 0.46% (n = 97,000); in the data active means activation above about 16%;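 further: 0% = vehicle low control and 100% = maximal reference agonist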
Target sequence (O95136 whole entry, looked up): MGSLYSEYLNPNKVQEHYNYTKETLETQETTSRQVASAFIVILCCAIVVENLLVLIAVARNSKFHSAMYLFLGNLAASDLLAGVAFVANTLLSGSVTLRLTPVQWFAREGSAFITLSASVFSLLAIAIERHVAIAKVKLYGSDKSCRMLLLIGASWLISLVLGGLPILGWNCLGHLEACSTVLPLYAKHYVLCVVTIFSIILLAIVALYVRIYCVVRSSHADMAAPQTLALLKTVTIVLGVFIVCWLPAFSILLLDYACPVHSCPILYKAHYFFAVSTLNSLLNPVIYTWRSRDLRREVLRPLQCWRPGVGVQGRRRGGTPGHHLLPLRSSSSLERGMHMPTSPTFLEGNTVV
sEH act: increases human soluble epoxide hydrolase activity; AID 717; actives 0.04% (n = 91,000); activation, % at 2 µM; purified human sEH enzymatic activity, activator screen; in the data active means activation above about 37%; further: values of inactives mirror those of a sister screen read the other way
S1P2 antag: blocks the human S1P2 receptor; O95136; cell-based S1P2 antagonist assay, inhibition at 5 uM; inhibition, % at 5 µM; actives 0.21% (n = 97,000); AID 736; in the data active means inhibition above about 45%;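 further: CRE beta-lactamase reporter cells expressing human S1P2 stimulated with S1P; 0% = agonist at EC80 alone and 100% = agonist plus reference antagonist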
Active calls of the source: *; / = no result given. Unless noted, no stated cut-off is given here; in the data, active means inhibition above about 30%; inactive means the rest.

SMILES | PostGolgi yeast | Ecoli WT expand | CD11b adhes inh | PLAP activator | sEH inhibitor | PostGolgi ctrl | S1P2 ag | sEH act | S1P2 antag
COc1ccc(NC(=O)Nc2c(C)n(C)n(-c3ccccc3)c2=O)cc1 | -6 | 15 | -5 | 1 | / | -2 | / | / | /
CC(NC(=O)c1ccc(Cl)s1)C1CCCO1 (stereo not drawn) | 11 | 6 | 3 | 0.9 | 7 | 5 | -11 | -5 | 10
CC[C@@H](C(=O)n1nc(C)cc1C)[C@H](NS(=O)(=O)c1ccc(C)cc1)c1ccccc1 | 1 | -1 | 4 | 0.9 | 9 | 5 | 1 | -8 | -12
COc1cc(C(C)=O)ccc1OC(=O)C(C)N1C(=O)c2ccccc2C1=O (stereo not drawn) | -2 | 0 | -18 | 1.2 | -6 | 0 | -8 | 8 | -9
COc1ccc(NCc2nnc(SCC(=O)c3ccc(OC)cc3)n2C)cc1 | -2 | 4 | 13 | 1.2 | -11 | -1 | 0 | 9 | -16
CCOC(=O)N1CCC(NC(=O)CN2C(=O)C(CC)Oc3ccc(C)cc32)CC1 (stereo not drawn) | -5 | 4 | 6 | 1.6 | / | 2 | / | / | /
O=C(Cc1ccccc1)NC(NC(=S)Nc1cc(Cl)ccc1Cl)C(Cl)(Cl)Cl (stereo not drawn) | 3 | -12 | -6 | 0.9 | 9 | -1 | -4 | -9 | 6
COc1ccc(Nc2cccccc2=O)cc1 | -8 | 14 | -4 | 1 | -9 | 18 | -6 | 8 | 17
CCN(Cc1ccccc1)S(=O)(=O)c1ccc(S(=O)(=O)N2CCN(C)CC2)cc1 | -7 | -8 | -1 | 0.9 | -11 | 6 | 2 | 10 | 26
O=C1OC(Nc2ccccn2)c2ccccc21 (stereo not drawn) | -30 | 4 | 4 | 1 | -4 | 9 | -6 | 8 | 6
O=C(NCCCn1ccnc1)c1ccc(Cl)c(S(=O)(=O)N2CCOCC2)c1 | 4 | 2 | -12 | 0.9 | 17 | 0 | -5 | -13 | 7
CCCN(CCC)CCCNC(=O)c1cc2c(=O)n(C)c3ccccc3c2n1C | -5 | -5 | -5 | 1.8 | / | 5 | -4 | / | 9
COc1cccc(NC(=O)CCN2C(=O)c3ccccc3S2(=O)=O)c1 | -4 | 10 | -14 | 0.8 | 9 | 13 | 2 | -7 | -7
Cc1ccccc1NC(=O)CNc1ccccc1C(=O)NCc1ccco1 | 12 | -3 | -13 | 0.7 | 13 | 10 | -7 | -10 | 4
COc1ccccc1-n1nnnc1SCC(=O)Nc1cc(C)on1 | 15 | -11 | -4 | 0.8 | 3 | 0 | -2 | 2 | -9
CC1=CCC(C(C)(C)NC(=O)c2ccccc2)C/C1=N\O (stereo not drawn) | / | / | / | / | 4 | / | -2 | -3 | 16
CCCCSC1=C(C#N)C(c2ccccc2C)C(C(=O)OCC)C(=O)N1 (stereo not drawn) | 7 | -7 | 4 | 0.8 | 6 | 15 | -11 | -3 | 2
COc1ccccc1NC(=O)N1CCCC(C(=O)Nc2cccc(C)c2C)C1 (stereo not drawn) | 3 | 0 | 11 | 1.1 | / | -6 | / | / | /
CCCN1/C(=C2/SC(=S)N(CC)C2=O)C=Cc2ccccc21 | -6 | -27 | 11 | 0.9 | 9 | 14 | -9 | -9 | -14
O=C(Nc1cnc2ccccc2c1)C1COc2ccccc2O1 (stereo not drawn) | 20 | 7 | -5 | 0.8 | 4 | 9 | -5 | -4 | 4
COc1ccc(-c2n[nH]c(C)c2-c2cnn(-c3ccccc3)c2)c(O)c1 | / | / | / | / | -4 | / | -3 | 6 | -17
O=C(NCCCn1ccnc1)c1cn(Cc2ccc(F)cc2)nn1 | 6 | 6 | -23 | 0.9 | -5 | 8 | -4 | 6 | -3
Cc1cc(O)c(NC(=S)NC(=O)c2ccc(-c3ccc(Cl)cc3)o2)cc1C | -2 | -8 | -4 | 1.1 | -3 | 12 | -3 | 2 | 19
C=CCSC1=Nc2sccc2C2=NC(=O)CN12 | -2 | 3 | / | 1.5 | 0 | 7 | -6 | 6 | -9
COc1cccc(NC(=O)CSc2nnc(-c3ccoc3C)n2-c2ccccc2)c1 | 5 | -20 | 0 | 0.9 | -14 | 12 | -5 | 7 | -4
COc1ccc(OC)c(N(CC(=O)Nc2ccccc2)S(C)(=O)=O)c1 | 0 | -7 | -12 | 0.9 | / | 12 | -4 | / | 8
COc1ccc(C(=O)Nc2ccc(CN3CCOCC3)cc2)cc1 | 8 | -8 | -3 | 0.9 | 13 | 8 | -6 | -11 | 0
COc1ccc(C(=O)n2nc(-c3ccccc3)nc2SC)cc1 | 16 | -11 | / | 0.9 | -4 | -9 | -4 | 3 | 2
COCC(=O)n1cc(C(=O)OC)c2ccccc21 | / | / | / | / | -6 | / | -6 | 9 | -7
CCCCOC(=O)Nc1ccc(N2CCOCC2)cc1 | / | / | / | / | 6 | / | -1 | -2 | 8
CCOC(=O)/C(C#N)=C1/CCCCCN1C | 11 | -9 | -10 | 0.9 | 0 | 1 | -1 | 0 | -17
Cc1ccccc1OCCCCc1c(C)n[nH]c1C | 2 | 9 | 90* | 1.3 | -5 | 46* | -3 | 7 | 14
CCOC(=O)c1sc(NC(=O)CSc2nnc(-c3ccco3)o2)c(C(=O)OCC)c1C | -3 | -11 | 7 | 1 | -21 | 7 | 0 | 15 | 16
Cn1c(=O)n(CCc2ccccc2)c(=O)c2c1nc1n2CCCN1c1ccccc1 | 2 | -5 | -5 | 0.9 | -1 | 5 | -3 | 3 | 1
c1ccc2c(c1)oc1c(NCCN3CCOCC3)ncnc12 | -5 | -4 | / | 1.1 | 5 | 8 | -3 | -7 | -8
O=C(NCCN1CCOCC1)C1CCN(c2nc3ccccc3o2)CC1 | 12 | 3 | -5 | 1.1 | / | -2 | -10 | / | 21
Cc1nc(NC2=NCN(CCCN3CCOCC3)CN2)nc2c(C)cccc12 | -4 | 35 | 33 | 1.1 | 2 | -3 | -5 | 0 | 26
O=C(NCCCn1ccnc1)C(=O)NCc1ccc(Cl)cc1 | / | / | / | / | 5 | / | -2 | 0 | 12
Cc1ccc2nc(NC(=O)CSc3nc4ccccc4o3)sc2c1 | -5 | 8 | -10 | 1.3 | 12 | -5 | -3 | -9 | 3
O=C(/C=C/Sc1ccccc1)c1ccc(Cl)cc1 | 15 | -10 | 34 | 1.1 | -2 | 11 | -6 | 1 | 15
CC(NC(=O)Nc1ncccn1)(C(F)(F)F)C(F)(F)F | -2 | -3 | 4 | 1 | -10 | 14 | -6 | 12 | 17
CCCc1nc(N)nc2c1C(=O)CC(C)(C)C2 | 0 | 3 | -4 | 1 | / | -4 | / | / | /
O=C(c1cc2ccccc2o1)n1nnc2ccccc21 | 4 | -8 | -16 | 0.8 | 6 | 3 | -4 | -5 | 8
O=C(COC(=O)CCC(=O)c1cccs1)NCc1ccco1 | -8 | 7 | -2 | 0.9 | -14 | 34* | -10 | 14 | 14
O=C(c1ccc(Br)s1)N1CCCC1 | -5 | 10 | -4 | 0.8 | -5 | 22 | -3 | 9 | -2
COc1ccc(S(=O)(=O)N(C)CC(=O)N2CCOCC2)cc1 | 9 | -4 | 3 | 0.9 | 10 | 5 | 1 | -7 | -10
O=C(c1ccccc1)N1CCN(c2ccc(Cl)cc2)CC1 | 12 | 7 | -15 | 1.6 | / | -8 | -3 | / | 24
CCC(Sc1ccc2nnc(-c3ccc(OC)c(OC)c3)n2n1)C(=O)O (stereo not drawn) | -1 | 1 | -24 | 1.1 | -6 | 4 | -1 | 7 | 26
Cc1cccc(-n2ncc(C#N)c2-n2cccc2)c1 | 7 | 9 | 8 | 1 | 1 | 20 | -6 | 0 | 8
CCCn1c(SCC(=O)N2c3ccccc3CCc3ccccc32)nc2c1c(=O)n(C)c(=O)n2C | -1 | -1 | 6 | 1.1 | -14 | 1 | -1 | 14 | 3
COC(=O)C1=C(C)N(c2ccc(S(N)(=O)=O)cc2)C(=O)C1 | -1 | -11 | -13 | 1.5 | 3 | 6 | -5 | 0 | -8
COc1ccc(/C(O)=C2/C(=O)C(=O)N(CCCN(C)C)C2c2ccccc2)cc1Cl (stereo not drawn) | 19 | -7 | -12 | 1.3 | -1 | -2 | -5 | 0 | 14
COc1ccc(C)cc1NC(=O)c1cnc2scc(C)n2c1=O | 0 | -9 | -21 | 0.7 | / | 3 | / | / | /
COc1ccc(OC)c(C(c2nnnn2CC2CCCO2)N2CCN(C3CCCC3)CC2)c1 (stereo not drawn) | 20 | 6 | -3 | 1.4 | 7 | 6 | -2 | -7 | 6
Cc1cc(C)nc(SCC(=O)N2CCC(C(N)=O)CC2)n1 | 13 | 5 | -51 | 0.9 | 7 | 11 | -7 | -5 | -1
Cc1ccccc1NS(=O)(=O)c1cc(C(N)=O)ccc1C | 7 | -6 | 2 | 1 | 0 | -1 | 3 | 0 | -19
Cc1ccc(-c2nc(N)n(S(C)(=O)=O)n2)cc1 | -4 | 5 | -5 | 1.1 | -9 | -9 | -5 | 11 | 6
Cc1cc(C)cc(N2CCCn3c2nc2c3c(=O)n(CC(=O)OCc3ccccc3)c(=O)n2C)c1 | 15 | 24 | 4 | 0.8 | 8 | 5 | -2 | -9 | 14
Cc1cc(NS(=O)(=O)c2ccc(Nc3nc(-c4sc(C)nc4C)cs3)cc2)no1 | -1 | 5 | -38 | 1 | -7 | 26 | 0 | 7 | -4
O=c1[nH]n(-c2ccccc2)c(=O)c(Cl)c1Cl | 22 | -13 | / | 0.8 | -5 | 7 | -3 | 8 | 3
Going on with the list.
SMILES | PostGolgi yeast | Ecoli WT expand | CD11b adhes inh | PLAP activator | sEH inhibitor | PostGolgi ctrl | S1P2 ag | sEH act | S1P2 antag
Cc1cc(NC(=O)c2cccc(F)c2)no1 | 6 | 4 | / | 1 | 16 | -4 | 0 | -16 | -10
O=c1c2[nH]c3ccccc3c2ncn1CCN1CCOCC1 | 3 | 4 | -9 | 0.8 | 6 | -8 | 1 | -6 | 25
COc1ccc(C(=O)NCC(c2cccnc2)N2CCN(c3ccccc3OC)CC2)cc1OC (stereo not drawn) | 0 | 10 | -6 | 1.2 | -15 | 4 | -2 | 16 | -9
Nn1c(CSc2nc3ccccc3o2)nnc1CSc1nc2ccccc2o1 | -16 | -1 | -24 | 0.8 | 8 | 27 | -3 | -8 | 0
CCCCN1C(=O)CC(C(=O)O)C1c1ccc(OC)cc1 (stereo not drawn) | -2 | -4 | -5 | 1.3 | -5 | 0 | -2 | 7 | 9
CC(=O)N=C1SC2CS(=O)(=O)CC2N1c1ccccc1Cl (stereo not drawn) | 17 | -2 | -12 | 0.9 | 1 | 4 | -8 | -1 | 3
NC(=O)CSc1nnc(-c2cccnc2)n1CCc1ccccc1 | 6 | 4 | 10 | 1 | -5 | 9 | -4 | 4 | -4
Cc1ccc(NC(=O)C2CCN(S(=O)(=O)c3cccc4nonc34)CC2)nc1 | -8 | 4 | 3 | 0.8 | 0 | -2 | -8 | 3 | 14
COc1ccc(/C=N/NC(=O)c2ccc(Cn3cc([N+](=O)[O-])cn3)o2)cc1O | 17 | 3 | -3 | 0.9 | 14 | 1 | -7 | -12 | -5
O=C(Nc1cccnc1)c1cccc(NC(=O)c2ccco2)c1 | 2 | 19 | -5 | 1.1 | 6 | 5 | -5 | -8 | 2
CCOC(=O)c1cnc(SCC(=O)c2ccc(C)cc2)nc1N | / | / | / | / | 1 | / | -5 | 4 | 0

Full records from above. Order of screens: PostGolgi yeast	Ecoli WT expand	CD11b adhes inh	PLAP activator	sEH inhibitor	PostGolgi ctrl	S1P2 ag	sEH act	S1P2 antag
NC(=O)CSc1nnc(-c2cccnc2)n1CCc1ccccc1 in the list: 6	4	10	1	-5	9	-4	4	-4
Cc1cc(NC(=O)c2cccc(F)c2)no1 in the list: 6	4	/	1	16	-4	0	-16	-10
Nn1c(CSc2nc3ccccc3o2)nnc1CSc1nc2ccccc2o1 in the list: -16	-1	-24	0.8	8	27	-3	-8	0
CCCCN1C(=O)CC(C(=O)O)C1c1ccc(OC)cc1 (stereo not drawn) in the list: -2	-4	-5	1.3	-5	0	-2	7	9
CC(=O)N=C1SC2CS(=O)(=O)CC2N1c1ccccc1Cl (stereo not drawn) in the list: 17	-2	-12	0.9	1	4	-8	-1	3

Looked up above.
CD11b adhes inh, `Nn1c(CSc2nc3ccccc3o2)nnc1CSc1nc2ccccc2o1` stands at -24
PostGolgi yeast, `O=c1c2[nH]c3ccccc3c2ncn1CCN1CCOCC1` stands at 3

Source: PubChem (several laboratories)

Random draw from the library. About 7.1% of those tested had a hit in this group.
